# Screens (PubChem BioAssay)
# PPARg SRC-1 ag = promotes SRC-1 coactivator recruitment by human PPARgamma; actives 0.41% (n = 200,000); PPARgamma-SRC-1 coactivator recruitment biochemical assay; P37231; activation, % at 8 µM; AID 631; in the data active = activation above about 19%;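 note: 0% = DMSO and 100% = reference agonist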
# Target sequence (P37231 whole entry, looked up): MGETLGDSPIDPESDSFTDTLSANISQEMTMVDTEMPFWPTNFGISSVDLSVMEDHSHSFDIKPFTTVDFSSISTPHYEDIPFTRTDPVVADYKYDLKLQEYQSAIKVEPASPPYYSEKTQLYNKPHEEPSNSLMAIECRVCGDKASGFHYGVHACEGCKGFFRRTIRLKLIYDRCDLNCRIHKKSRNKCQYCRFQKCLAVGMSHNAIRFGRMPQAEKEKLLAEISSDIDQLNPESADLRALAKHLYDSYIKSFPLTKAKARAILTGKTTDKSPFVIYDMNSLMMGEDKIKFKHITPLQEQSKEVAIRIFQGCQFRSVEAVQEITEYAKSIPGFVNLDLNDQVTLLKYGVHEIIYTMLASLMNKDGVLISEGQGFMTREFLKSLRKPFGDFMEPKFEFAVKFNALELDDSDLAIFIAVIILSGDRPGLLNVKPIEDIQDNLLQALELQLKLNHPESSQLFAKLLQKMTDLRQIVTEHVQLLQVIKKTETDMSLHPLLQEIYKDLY
# bIAP inhibitor = blocks bovine intestinal alkaline phosphatase activity. purified bovine IAP, CDP-star luminescence, 30 min. inhibition, % at 20 µM. 190,000 tested, under 10 active;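 active = over 50% inhibition of intestinal alkaline phosphatase at 20 µM in the single-dose screen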
#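 Assay system: bovine IAP enzyme; medium: DEA buffer 100 mM, pH 9.8, with MgCl2 1.0 mM, ZnCl2 0.02 mM; doses: 20 µM single dose; incubation: enzyme reaction for 30 min at room temperature; detection: CDP-star luminescence signal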
# S1P3 antag = S1P3 (human) receptor antagonism | actives 0.27% (n = 170,000) | CHO S1P3 NFAT-BLA reporter, FRET fluorescence, antagonist mode | inhibition, % at 4.98 µM | Q99500;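 active = inhibition above the plate cutoff, the mean inhibition of test wells on that plate plus 3 SD, cut at about 28% in these data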;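 note: cells challenged with S1P at its EC80 of 0.8 µM; blue over green emission ratio from cleaved BLA substrate after 4 h stimulation; 0% = S1P-stimulated wells and 100% = unstimulated DMSO-only wells; some compounds past the cut are filed as inactive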
# PPARg SRC-3 ag = PPARgamma-driven SRC-3 recruitment agonism | P37231 | biochemical PPARgamma/SRC-3 coactivator recruitment assay | activation, % at 8 µM | actives 0.26% (n = 200,000); in the data active = activation above about 23%;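 note: 0% = DMSO and 100% = reference agonist; some compounds past the cut are filed as inactive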
# Redox H2O2 prof = compounds producing H2O2 with reducing agent – biochemical, NIH compound library profiling, artefact control for MLSCN library redox annotation, primary screen. actives 0.03% (n = 200,000). AID 878. activation, % at 10 µM. DTT-dependent redox cycling H2O2, phenol red/HRP absorbance; 100% = 100 µM peroxide control, 0% = buffer;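 active = activation of at least 50% relative to the plate's high and low controls in the primary single-dose screen; inactive = activation below 50%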;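 note: compound incubated with DTT at 0.8 mM final as the reducing agent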
# RAM network inh = yeast RAM network inhibition. S. cerevisiae dse1pr::URA3 reporter, 5-FOA growth OD615, 2 d; analog-sensitive cbk1-as2 kinase mutant strain. inhibition, % at 50 µM. actives 1.8% (n = 190,000). AID 868;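 active = inhibition above a set limit, 3 SD over mean compound inhibition, cut at about 8.4% in these data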;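 note: 0% = DMSO-only wells with no growth and 100% = 10 µM 1-NA-PP1 full growth; inhibition rescues growth on 5-FOA so higher OD means more RAM inhibition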
# PPARg SRC-2 ag = agonists of SRC-2 recruitment by human PPARgamma | activation, % at 8 µM | PPARgamma LBD-SRC-2 recruitment, biochemical | actives 0.34% (n = 200,000) | P37231; in the data active = activation above about 22%;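 note: 0% = vehicle and 100% = reference agonist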
# ROMK primary = human ROMK K+ channel modulation, primary screen; P48048; Tet-inducible ROMK, thallium flux fluorescence; actives lie on both sides; B-score at 10 µM; actives 2% (n = 130,000); AID 1918;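 active = signal ratio slope over the read window, or its plate-corrected B-score, at least 3 SD from the plate mean, either direction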;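 note: B-score of the F/F0 ratio slope over 7 to 12 s after thallium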
# Target sequence (P48048 whole entry, looked up): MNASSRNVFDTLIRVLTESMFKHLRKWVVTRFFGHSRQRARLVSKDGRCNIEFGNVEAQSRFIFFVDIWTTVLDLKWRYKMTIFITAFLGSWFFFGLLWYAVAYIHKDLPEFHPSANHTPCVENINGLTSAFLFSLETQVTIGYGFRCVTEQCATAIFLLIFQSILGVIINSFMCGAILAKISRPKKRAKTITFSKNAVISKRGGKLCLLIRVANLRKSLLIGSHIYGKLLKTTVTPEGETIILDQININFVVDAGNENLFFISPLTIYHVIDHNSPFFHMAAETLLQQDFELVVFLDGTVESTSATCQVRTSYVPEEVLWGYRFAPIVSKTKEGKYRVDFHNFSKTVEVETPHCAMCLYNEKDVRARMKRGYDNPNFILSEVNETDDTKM
# HMGR II inh = inhibitors of class II HMG-CoA reductase from Enterococcus faecalis; purified E. faecalis HMGR, NADPH absorbance 340 nm kinetic; inhibition, % at 10 µM; actives 0.41% (n = 190,000);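 active = inhibition above a set limit, the median over all tested compounds plus 3 SD, cut at about 9.5% in these data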;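 note: enzyme runs in reverse so mevalonate oxidation gives rising NADPH absorbance; 0% = complete reaction with DMSO and 100% = background rate lacking mevalonate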
# SRC2 TRFRET art = TR-FRET artefact, counter-screen to PPARgamma/SRC-2 agonist assay; stronger effect = higher value; AID 1049; actives 0.4% (n = 200,000); TR-FRET ratio at 8 µM; in the data active = TR-FRET ratio above about 2000; note: inactives centre near 1500; reference of the scale not given here
# L major viab = inhibitors of Leishmania major promastigote growth; Leishmania major promastigotes, resazurin fluorescence viability; AID 1063; inhibition, % at 10 µM; actives 9% (n = 200,000); in the data active = inhibition above about 50%;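 note: promastigotes grown with compound for 44 hours at 28 °C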
# * = called active by the depositor; . = not tested or not shown.
compound,PPARg SRC-1 ag,bIAP inhibitor,S1P3 antag,PPARg SRC-3 ag,Redox H2O2 prof,RAM network inh,PPARg SRC-2 ag,ROMK primary,HMGR II inh,SRC2 TRFRET art,L major viab
O=[N+]([O-])c1ccc(N2CCN(S(=O)(=O)c3ccc(Cl)c(Cl)c3)CC2)cc1NCCN1CCOCC1,0,-15,7,4,1.0,2.7,15,-0.021,0,1685,29
c1csc(CNc2nc3ccccc3n2CCN2CCOCC2)c1,-2,-6,.,-2,0.1,0.9,-4,-0.4,0,1422,-1
O=[N+]([O-])c1ccc(N=NN(CCO)CCO)cc1,4,-3,0,-3,-0.5,1.7,-7,-0.53,1,1646,-8
CC(=O)NC(Cc1ccc(F)cc1)C(=O)NC1CCN(c2ncccc2[N+](=O)[O-])CC1 (stereo not drawn),6,0,-8,5,0.2,7.2,4,0.41,-5,1576,-3
CCOc1ccc(C(=O)NCC(=O)OCC(=O)Nc2ccccc2OCC)cc1,1,13,.,-5,-0.4,4.5,1,-0.0061,-1,1640,-1
Cc1nc2c(cnn2-c2ccc(Cl)cc2)c(=O)n1-c1ccc(N2CCC(C)CC2)cc1,6,9,.,12,-1.2,2.7,1,.,-1,1759,0
COc1cccc2c1CCC(NC(C)=O)C2=O (stereo not drawn),0,-8,-14,-1,-0.4,1.9,6,0.13,3,1620,-6
O=C(CN(C(=O)CNS(=O)(=O)c1ccccc1)C1CCCC1)NCC1CCCO1 (stereo not drawn),6,5,-27,-2,1.4,2.0,0,-1.1,2,1358,-7
N#Cc1c(-c2ccccc2)ccnc1N1CCOCC1,-5,4,-12,2,0.0,0.2,7,-0.23,-3,1545,-9
COc1ccc(N(CC(=O)N2CCc3ccccc3C2)S(=O)(=O)c2c(C)[nH]c(=O)[nH]c2=O)cc1,3,3,-24,4,-1.3,0.7,1,.,1,1490,-2
CC(C(=O)Nc1cc([N+](=O)[O-])ccc1Cl)N1CCN(c2ccccc2O)CC1 (stereo not drawn),3,16,-17,3,-0.2,2.3,4,.,-2,1494,1
Cc1cc(C)c(OCC(=O)Nc2ccc3c(c2)OCO3)cc1C,-1,9,-12,4,4.2,3.1,-4,.,-9,1489,80*
CSCCOC(=O)c1[nH]c2c(c1C)C(=O)CC(c1ccco1)C2 (stereo not drawn),1,13,14,3,-1.3,0.7,4,.,-3,1606,6
Cc1ccc(C(=O)c2c[nH]cc2-c2ccccc2)cc1,-4,-18,.,-12,2.6,2.2,9,-0.025,-7,1690,-2
COc1ccccc1CC(=O)NC1CCC(C)CC1 (stereo not drawn),0,-11,-12,5,-0.4,0.9,4,-0.032,-2,1631,-3
O=c1c(Cl)c(N2CCOCC2)cnn1-c1nc2ccccc2[nH]1,12,-4,-5,3,-1.0,0.4,2,-0.099,-4,1639,4
Cc1noc(C)c1S(=O)(=O)N1CCCC(C(=O)NCc2ccccn2)C1 (stereo not drawn),4,7,-4,-11,2.2,0.8,0,.,4,1561,-8
O=C(CSc1ccc(F)cc1)NC1CCCCC1,-7,-5,-11,-2,-1.0,-0.2,-4,-0.094,1,1598,11
COc1ccc(-c2n[nH]c(=S)n2CC(C)C)cc1,-3,-12,.,-8,1.5,1.8,-3,.,-2,1452,-3
CC(NC(N)=O)C(=O)Nc1ccc(Cl)c(S(=O)(=O)Nc2ccc(Br)cc2)c1 (stereo not drawn),5,0,-2,0,-0.7,2.4,5,-0.27,-4,1758,-8
COc1ccc(-c2cc(C(=O)Nc3sc4c(c3C#N)CCCC4)c3ccccc3n2)cc1,6,-28,0,5,0.1,6.5,-4,-0.78,-2,1691,27
CCOC(=O)c1sc2ccccc2c1OC(=O)c1ccc(C)cc1,5,7,-12,-2,0.9,8.7*,1,.,-5,1387,-5
Cc1cccc(C)c1NC(=S)N(CCN(C)C)Cc1cccs1,3,2,-3,1,-0.6,-1.6,-10,-0.41,-1,1655,4
Cc1nn(-c2cccc([N+](=O)[O-])c2)c(N)c1-c1ccccc1,2,9,-5,-6,-0.8,2.4,-6,-1.1,2,1247,12
O=C(CSc1nnc(CNC(=O)c2c(F)cccc2Cl)o1)Nc1ccccc1,2,-22,.,1,0.1,1.2,-1,0.0024,-2,1518,-4
N#Cc1cc([N+](=O)[O-])ccc1N1CCCC1,9,-1,-3,2,-0.5,1.6,2,-0.61,1,1476,-1
Cc1c(-c2ccccc2)oc2c(C(=O)N3CCN(c4ccc([N+](=O)[O-])cc4)CC3)cccc2c1=O,-1,13,-16,0,1.5,4.6,-4,.,0,1546,25
O=C(NCCCn1ccnc1)c1nn2c(C(F)(F)F)cc(-c3ccccc3)nc2c1Cl,14,10,-3,5,-0.5,3.1,6,-1.2,-2,1699,29
C=CCNC(=O)C1CCN(c2nc(C)cc(-c3ccccc3)n2)CC1,0,-8,-6,0,0.0,0.9,1,.,0,1481,-2
COCCCNC(=O)c1cc(Sc2ccc(F)cc2)nc2ccccc12,0,-25,1,6,0.0,2.1,-1,-0.76,-1,1603,-1
CCOC(=O)/C(C#N)=C/c1cn(CCC(=O)O)nc1-c1ccc(Br)cc1,9,5,-5,1,-1.0,0.1,6,3.2,-3,1637,-8
CN(C)CCCOC(=O)c1ccc(Br)cc1,-3,5,-41,-2,-0.4,0.3,-3,-0.72,-2,1474,-3
COc1nc(OC)nc(N2CCC(C(=O)Nc3cccc4ccccc34)CC2)n1,3,-5,2,-1,1.2,2.6,-3,.,-6,1843,-9
COC(=O)CC(NC(=O)c1cccs1)c1ccc(OC)c(OC)c1 (stereo not drawn),5,-9,6,2,-0.1,0.9,6,-0.2,-1,1595,-6
COc1cccc(NC(=O)c2ccc3snnc3c2)c1,-2,0,.,-1,0.7,1.1,3,-0.47,17*,1516,39
CC1CCCN(Cc2nc3c(c(=O)n(C)c(=O)n3C)n2CCCc2ccccc2)C1 (stereo not drawn),3,-1,2,12,1.9,2.0,0,.,-5,1629,17
Cc1ccc2n(n1)c(=O)c(Cc1ccccc1)c([O-])[n+]2-c1ccccc1,1,-14,-16,5,-0.9,0.4,4,.,0,1750,48
CCCC(=O)NCCc1nc2ccccc2n1CC(=O)c1ccccc1,1,5,-5,2,-0.6,1.1,10,-0.39,0,1554,3
OCC1(Cc2ccccc2)CCN(C2CCN(c3ccc(F)c(F)c3)CC2)CC1,4,-4,12,-1,0.1,-0.8,-10,.,-2,1498,98*
COc1ccc(/C=C/CN2CCC(CO)(Cc3ccccc3Cl)CC2)cc1,2,-5,11,1,0.7,2.6,6,-1.8*,-3,1729,96*
CNC(=O)c1sc(-c2ccc(Cl)cc2)nc1C,-2,12,.,-3,0.4,3.4,-7,0.91,3,1350,-8
CCCCc1ccc(S(=O)(=O)Nc2cc(C)on2)cc1,1,7,-2,-2,-1.3,-0.9,13,-0.56,-3,1677,-9
CC(C)CC(=O)N1CCN(c2ccc([N+](=O)[O-])cc2Cl)CC1,2,15,11,1,0.0,0.3,2,.,-1,1456,-2
COc1ccc(Br)cc1-c1noc(-c2ccccc2F)n1,2,41,-10,-2,1.1,1.9,5,0.31,1,1598,-8
O=C(NCc1ccco1)c1ccc(N2CCCCC2)c([N+](=O)[O-])c1,7,-2,-8,3,.,-0.5,2,-0.042,4,1639,63*
O=C(O)/C=C\C(=O)Nc1cccc(NC(=O)c2ccccc2)c1,3,-8,-2,1,2.5,0.9,-4,0.038,0,1604,1
Cc1ccc(NS(=O)(=O)c2cccc([N+](=O)[O-])c2)nc1,4,-1,-27,2,-3.4,1.7,-2,0.93,-2,1748,-12
Cc1ccc(CNC(=O)c2cccnc2Cl)cc1,4,-6,1,-2,-0.2,1.6,4,-0.66,0,1609,1
COc1ccc(CN(CC(=O)NCC2CCCO2)C(=O)CCC(=O)Nc2cc(C)on2)cc1 (stereo not drawn),-2,4,-16,8,-1.7,1.9,2,.,-6,1513,-3
CC(C)CC1=NN(C(=O)c2ccco2)C(O)(C(F)(F)F)C1 (stereo not drawn),-4,1,-13,-2,0.5,2.1,-4,2,-2,1489,-3
CC(C)c1nc2sc3c(NCc4ccccc4)ncnc3c2c2c1COC(C)(C)C2,3,10,.,3,0.8,2.9,1,0.043,-5,1277,1

# Compounds from the list above with an aryl methoxy group:
compound,PPARg SRC-1 ag,bIAP inhibitor,S1P3 antag,PPARg SRC-3 ag,Redox H2O2 prof,RAM network inh,PPARg SRC-2 ag,ROMK primary,HMGR II inh,SRC2 TRFRET art,L major viab
COc1cccc2c1CCC(NC(C)=O)C2=O (stereo not drawn),0,-8,-14,-1,-0.4,1.9,6,0.13,3,1620,-6
COc1ccc(N(CC(=O)N2CCc3ccccc3C2)S(=O)(=O)c2c(C)[nH]c(=O)[nH]c2=O)cc1,3,3,-24,4,-1.3,0.7,1,.,1,1490,-2
COc1ccccc1CC(=O)NC1CCC(C)CC1 (stereo not drawn),0,-11,-12,5,-0.4,0.9,4,-0.032,-2,1631,-3
COc1ccc(-c2n[nH]c(=S)n2CC(C)C)cc1,-3,-12,.,-8,1.5,1.8,-3,.,-2,1452,-3
COc1ccc(-c2cc(C(=O)Nc3sc4c(c3C#N)CCCC4)c3ccccc3n2)cc1,6,-28,0,5,0.1,6.5,-4,-0.78,-2,1691,27
COc1nc(OC)nc(N2CCC(C(=O)Nc3cccc4ccccc34)CC2)n1,3,-5,2,-1,1.2,2.6,-3,.,-6,1843,-9
COC(=O)CC(NC(=O)c1cccs1)c1ccc(OC)c(OC)c1 (stereo not drawn),5,-9,6,2,-0.1,0.9,6,-0.2,-1,1595,-6
COc1cccc(NC(=O)c2ccc3snnc3c2)c1,-2,0,.,-1,0.7,1.1,3,-0.47,17*,1516,39
COc1ccc(/C=C/CN2CCC(CO)(Cc3ccccc3Cl)CC2)cc1,2,-5,11,1,0.7,2.6,6,-1.8*,-3,1729,96*
COc1ccc(Br)cc1-c1noc(-c2ccccc2F)n1,2,41,-10,-2,1.1,1.9,5,0.31,1,1598,-8
COc1ccc(CN(CC(=O)NCC2CCCO2)C(=O)CCC(=O)Nc2cc(C)on2)cc1 (stereo not drawn),-2,4,-16,8,-1.7,1.9,2,.,-6,1513,-3

# Entries of single compounds, looked up by structure. Screens in order: PPARg SRC-1 ag, bIAP inhibitor, S1P3 antag, PPARg SRC-3 ag, Redox H2O2 prof, RAM network inh, PPARg SRC-2 ag, ROMK primary, HMGR II inh, SRC2 TRFRET art, L major viab
# Listed for CC(C)CC1=NN(C(=O)c2ccco2)C(O)(C(F)(F)F)C1 (stereo not drawn) → -4, 1, -13, -2, 0.5, 2.1, -4, 2, -2, 1489, -3
# Listed for Cc1ccc(CNC(=O)c2cccnc2Cl)cc1 → 4, -6, 1, -2, -0.2, 1.6, 4, -0.66, 0, 1609, 1
